# Source: PubChem BioAssay
# MEKK3 PB1 HTS: modulators (inhibitors or enhancers) of MEK5 binding to human MEKK3 PB1 domain | Q99759 | bead-based flow cytometry, Alexa488-MEK5 binding to MEKK3; actives lie on both sides; 0 = blocked by unlabeled MEK5, 100 = vehicle | binding response (% of control), % at 10 µM | actives 1.4% (n = 290,000) | AID 1529;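 active = binding response more than 3 SD above or below the average of its plate-row segment, actives on both sides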;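 note: Alexa488 bead fluorescence after subtracting the streptavidin-only scavenger bead signal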
# Target sequence (Q99759 whole entry, looked up, the tested form may be a part): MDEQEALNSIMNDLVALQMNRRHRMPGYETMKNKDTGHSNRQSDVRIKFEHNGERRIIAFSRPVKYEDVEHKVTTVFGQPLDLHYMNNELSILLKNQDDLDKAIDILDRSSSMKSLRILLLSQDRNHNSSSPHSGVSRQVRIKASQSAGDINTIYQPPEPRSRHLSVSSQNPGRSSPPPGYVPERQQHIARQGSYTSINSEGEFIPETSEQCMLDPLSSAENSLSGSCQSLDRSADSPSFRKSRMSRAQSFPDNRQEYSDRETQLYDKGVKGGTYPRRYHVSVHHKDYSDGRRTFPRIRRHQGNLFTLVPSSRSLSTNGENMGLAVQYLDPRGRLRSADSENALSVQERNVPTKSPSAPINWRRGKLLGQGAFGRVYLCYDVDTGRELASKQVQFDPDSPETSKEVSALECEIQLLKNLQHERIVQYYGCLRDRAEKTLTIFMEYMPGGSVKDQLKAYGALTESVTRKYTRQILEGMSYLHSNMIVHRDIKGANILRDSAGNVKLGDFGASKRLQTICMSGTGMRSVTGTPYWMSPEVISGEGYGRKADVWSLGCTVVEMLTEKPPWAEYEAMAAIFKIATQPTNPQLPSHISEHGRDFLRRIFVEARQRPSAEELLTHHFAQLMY
# MEKK2wt PB1 HTS: raises or lowers MEK5 binding to wildtype human MEKK2 PB1 domain; Q9Y2U5; bead flow cytometry, Alexa488-MEK5 binding to MEKK2 WT; actives lie on both sides; binding response (% of control), % at 10 µM; actives 1.1% (n = 290,000); AID 1531; in the data active = binding response below about 67% or above about 130%
# GalR3 antag: blocks the human galanin receptor 3 | O60755 | HEK293 GalR3-CNG cAMP membrane potential fluorescence; galR3 body fused to GalR1 C-terminus | inhibition, % at 3 µM | actives 0.44% (n = 360,000) | AID 651719;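 active = inhibition above the screen-wide average plus 3 SD, cut at about 13% in these data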;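 note: forskolin and galanin both at EC90 stimulate the cells; cAMP rise reported by CNG channel membrane potential dye signal; 0% = forskolin plus galanin with DMSO and 100% = forskolin alone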
# Target sequence (O60755 1-299 limits assumed): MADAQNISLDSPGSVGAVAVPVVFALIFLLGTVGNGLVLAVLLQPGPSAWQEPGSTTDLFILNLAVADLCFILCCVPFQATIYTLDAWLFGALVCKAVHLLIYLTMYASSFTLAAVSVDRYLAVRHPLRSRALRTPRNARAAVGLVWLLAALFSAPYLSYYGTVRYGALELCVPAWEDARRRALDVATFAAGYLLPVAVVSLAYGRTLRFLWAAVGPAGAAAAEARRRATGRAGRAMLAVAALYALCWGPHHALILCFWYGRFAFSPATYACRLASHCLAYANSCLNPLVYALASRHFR
# CRFBP-R2 block: antagonists of CRF-binding protein/CRF-R2 receptor complex. HEK293 CRF-R2/CRF-BP, CRF-induced calcium fluorescence. inhibition, % at 11.8 µM. actives 0.59% (n = 350,000). AID 588475;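 active = inhibition of the ligand-induced calcium signal above about 50% at the single tested concentration, limit read from the data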
# HCV NS3 hel inh: inhibitors of Hepatitis C virus NS3 helicase. NS3 helicase DNA unwinding, Cy5 molecular beacon fluorescence. inhibition, % at 10.9 µM. actives 0.56% (n = 290,000). AID 1800;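 active = inhibition above the mean of all tested compounds plus 3 SD, set per campaign, cut at about 35% in these data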;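 note: 0% = DMSO wells and 100% = thioflavine S control wells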
#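 Compound dosing – single dose, 10.9 µM nominal final, DMSO 0.8% final · System – NS3 helicase fragment of HCV · Buffer or medium – MOPS pH 6.5, MgCl2, DTT, Tween20, BSA · Signal – Cy5 beacon fluorescence read at start and 1 h · Also added – annealed dual-labelled DNA beacon duplex, ATP-started · Schedule – 1 h at 25 °C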
# UBC9 SUMO inh: inhibitors of human SUMOylation (UBC9); P63279; HTRF SUMOylation assay, SAE1/SAE2 + UBC9, in vitro; inhibition, % at 35 µM; actives 0.36% (n = 290,000); in the data active = inhibition above about 50%, passing the limit was not always enough; note: strong numbers were not always called active
# Target sequence (P63279 whole entry, looked up): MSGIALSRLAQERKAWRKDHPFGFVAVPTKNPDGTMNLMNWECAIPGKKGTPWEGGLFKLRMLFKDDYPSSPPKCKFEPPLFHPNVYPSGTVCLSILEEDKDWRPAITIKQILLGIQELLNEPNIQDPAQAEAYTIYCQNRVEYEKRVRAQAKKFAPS
# CRFBP-R2 agonist: agonists of human CRF-binding protein/CRF-R2 receptor complex; HEK293 CRF-R2/CRF-BP, calcium dye fluorescence (FLIPR); percent of saturating CRF peptide response; activation, % at 13.2 µM; actives 0.46% (n = 350,000); AID 588473;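 active = activation of at least 50%, plus an integration ratio under a set limit after plate pattern correction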;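 note: plate controls were neutral control wells without compound for no effect and CRF at EC100 for full effect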
# MEKK2mut PB1 HTS: signal of MEK5 binding to mutant human MEKK2 PB1 domain; bead flow cytometry, Alexa488-MEK5 binding to MEKK2 mutant; percent response, % at 10 µM; actives 0.35% (n = 290,000); AID 1530; in the data active = percent response above about 24%, passing the limit was not always enough; note: inactives centre near 1; some results filed as inactive read as strong as hits
# DNA FID counter: counter-screen for HCV NS3 helicase inhibitors: DNA intercalator displacement; DNA fluorescent intercalator displacement, fluorescence; inhibition, % at 7.9 µM; actives 0.17% (n = 290,000); AID 1845; in the data active = inhibition above about 37%;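 note: 0% = vehicle and 100% = reference compound; higher means more ethidium bromide displaced from hairpin DNA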
# An asterisk follows results filed as active; . = no result given. A portion of the library; rates above refer to the full screens.
SMILES,MEKK3 PB1 HTS,MEKK2wt PB1 HTS,GalR3 antag,CRFBP-R2 block,HCV NS3 hel inh,UBC9 SUMO inh,CRFBP-R2 agonist,MEKK2mut PB1 HTS,DNA FID counter
NS(=O)(=O)c1ccc(CCNC(=O)CN2C(=O)COc3ccc(S(=O)(=O)N4CCCC4)cc32)cc1,103.0,103.0,-5.3,-6.6,1.2,-6.9,3.2,0.0,-5.4
Cc1ccc([N+](=O)[O-])cc1NC(=O)Nc1cccc(F)c1,95.0,96.0,-9.8,29.4,4.4,3.6,12.4,6.0,14.4
COc1cccc(CNc2cnc3ccccc3c2)c1O,86.0,101.0,-0.2,-15.3,-9.8,20.9,2.3,6.0,-8.6
CCOC(=O)N1CCN(C(=O)CSc2ccc(-c3ccc(OC)cc3)nn2)CC1,103.0,97.0,1.8,13.8,9.0,7.1,3.6,2.0,-29.2
COCCn1c(-c2ccc(Br)cc2)nc2oc3cc(OC)ccc3c(=O)c2c1=O,104.0,99.0,-3.6,-2.6,-7.6,3.4,-1.4,1.0,-7.2
Cc1noc(C)c1COc1cccc(C(=O)Nc2ccc(C#N)cc2)c1,99.0,103.0,-8.6,13.6,-7.0,-6.9,-0.4,0.0,-5.3
O=C(/C=C/c1ccc(Cl)cc1)NC(=S)Nc1ccc(NC(=O)c2ccco2)cc1,100.0,109.0,1.0,-23.9,8.9,17.3,0.2,6.0,-7.8
Cc1cccc(CCNC(=O)C2CCN(S(=O)(=O)c3c(C)noc3C)CC2)c1,99.0,98.0,-1.9,-6.3,-3.0,17.3,0.8,-1.0,-22.1
CCOc1ccc(CCNC(=O)Cn2c(=O)oc3ccccc32)cc1OCC,102.0,100.0,.,14.0,2.6,-14.9,1.9,0.0,-14.6
CCCN1CC23C=CC(O2)C(C(=O)O)C3C1=O (centres undefined),90.0,96.0,0.0,-14.1,4.9,-10.0,2.1,-9.0,-2.3
CC1(C)NC(C)(C)/C(=C\c2cccs2)C(=O)C1=O,115.0,106.0,-0.4,-14.6,4.7,6.9,0.4,-3.0,-1.5
COc1ccc(NC(=O)C(=O)N/N=C/c2cc(C)n(-c3cccc(Cl)c3Cl)c2C)c(OC)c1,92.0,93.0,-2.4,16.6,0.1,-13.1,0.2,-4.0,-2.4
CC1CCCN(CC(O)COCc2ccc3c(c2)OCO3)C1 (centres undefined),103.0,105.0,-7.8,-3.0,3.9,9.8,4.3,9.0,1.2
CC(C)Cn1c(=O)c(C(=O)Nc2cnccn2)c(O)c2ccccc21,106.0,104.0,-3.1,2.3,1.8,13.6,1.6,5.0,1.9
CCCCOC(=O)C1=C(C)Nc2ncnn2C1c1ccc(OC)c(OC)c1 (centres undefined),105.0,104.0,-4.0,-8.6,-5.4,11.9,-1.1,2.0,-18.6
Cc1nn(CC(O)CN2c3ccccc3Sc3ccccc32)c(C)c1Br (centres undefined),103.0,104.0,-1.9,-10.2,-7.3,-13.8,-0.2,7.0,-18.8
COP(=O)(CN(Cc1ccccc1)C(=S)Nc1c(C)cccc1C)OC,100.0,99.0,4.3,-2.1,-2.8,-1.2,2.1,-1.0,-21.4
Nc1nonc1-n1nnc(C(=O)N/N=C/c2ccccc2Cl)c1COc1ccc(F)cc1,121.0,116.0,-2.6,-8.6,-19.3,-5.7,7.0,16.0,0.7
Cc1ccc(-n2c(SCC(=O)N3CCOCC3)nnc2-c2ccncc2)cc1,104.0,111.0,8.1,11.2,1.1,-5.7,-1.1,3.0,-18.6
CCCC(=O)NC(c1ccccc1)c1ccc2cccnc2c1O (centres undefined),107.0,105.0,3.2,36.0,17.9,-18.4,-1.0,4.0,-20.3
COc1cc(C(=O)N2CCN(Cc3ccc4c(c3)OCO4)CC2)c([N+](=O)[O-])cc1OC,99.0,100.0,-3.6,7.9,6.1,-5.4,0.7,4.0,-13.2
NC1=NC(=O)C(CC(=O)c2ccc(Cl)cc2)S1 (centres undefined),122.0,105.0,-1.1,4.2,0.2,-8.0,0.9,0.0,-11.7
Cn1c2ccccc2c2cc(C(=O)N3CCN(CCO)CC3)sc21,95.0,99.0,-4.5,11.5,2.8,7.7,-1.1,2.0,0.8
COc1ccc(C/C(N)=N/OC(=O)COc2ccccc2C)cc1,101.0,106.0,-11.1,38.8,-6.1,-13.2,-0.4,-2.0,-11.5

# A different layout for 2 compounds above:
SMILES	MEKK3 PB1 HTS	MEKK2wt PB1 HTS	GalR3 antag	CRFBP-R2 block	HCV NS3 hel inh	UBC9 SUMO inh	CRFBP-R2 agonist	MEKK2mut PB1 HTS	DNA FID counter
CC1CCCN(CC(O)COCc2ccc3c(c2)OCO3)C1 (centres undefined)	103.0	105.0	-7.8	-3.0	3.9	9.8	4.3	9.0	1.2
Cn1c2ccccc2c2cc(C(=O)N3CCN(CCO)CC3)sc21	95.0	99.0	-4.5	11.5	2.8	7.7	-1.1	2.0	0.8

# Additional structures:
SMILES,MEKK3 PB1 HTS,MEKK2wt PB1 HTS,GalR3 antag,CRFBP-R2 block,HCV NS3 hel inh,UBC9 SUMO inh,CRFBP-R2 agonist,MEKK2mut PB1 HTS,DNA FID counter
Cc1ccc(S(=O)(=O)CCc2nc3ccccc3s2)cc1C,98.0,102.0,-1.0,15.4,-2.4,4.7,-1.4,-1.0,-13.4
Cc1[nH]c(=O)[nH]c(=O)c1S(=O)(=O)NCCOC12CC3CC(CC(C3)C1)C2,103.0,104.0,-1.8,-9.4,-5.1,-14.0,2.0,4.0,-3.3
c1ccc(-c2ccc(-c3cnc4n3CCCCC4)cc2)cc1,101.0,108.0,-4.9,-10.3,-16.7,21.5,-2.4,5.0,9.6
CS(=O)(=O)Nc1ccc(C(=O)N2CCc3ccccc3C2)cc1,102.0,104.0,-4.9,4.4,-1.2,-5.4,0.5,-1.0,-9.9
O=C(CN1CCN(CC(=O)c2ccc(F)cc2)CC1)Nc1ccccc1Cl,97.0,97.0,-0.5,1.4,-2.7,-1.3,-0.1,-16.0,-10.5
COc1cc(/C=C/C(=O)O)cc(S(=O)(=O)Nc2ccccc2C(=O)NCCc2ccccc2)c1OC,98.0,89.0,-0.7,4.5,14.6,15.8,-0.6,0.0,-18.8
N#C/C(=C\c1c(N2CCCCCC2)nc2ccccn2c1=O)C(N)=O,100.0,105.0,-9.3,-9.5,7.1,12.5,-0.5,1.0,-19.0
CCN(CC)c1ccc(CN(C(=O)c2cccs2)C2CCS(=O)(=O)C2)cc1 (centres undefined),100.0,99.0,-0.5,6.8,0.8,.,-5.6,1.0,-41.0
Cc1ccc(C(=O)CN(C(=O)c2ccc(Cl)cc2)N2C(=O)CCC2=O)cc1,106.0,102.0,3.9,-14.8,-1.4,-7.3,-0.1,0.0,-13.6
Cn1c(SCC(=O)N/N=C/c2cccnc2)nnc1-c1ccccc1,102.0,103.0,-1.5,-14.7,-2.6,4.4,3.2,1.0,-18.2
O=C(NCN1C(=O)C2C3C=CC(C3)C2C1=O)OC1CCCCC1 (centres undefined),103.0,104.0,-3.4,-9.8,0.1,26.7,0.1,9.0,-7.4
CCCCCC(C)n1[nH]c(=O)c2c(C)cc(C)nc21 (centres undefined),108.0,111.0,-1.2,18.1,5.3,-9.5,-7.2,4.0,-16.5
Cc1oc2c(cc(NS(=O)(=O)c3cccs3)c3ccccc32)c1C(=O)OC(C)C,102.0,100.0,-3.5,-19.1,9.5,-38.7,1.0,3.0,-10.8
O=C1CCCC(c2ccccc2)N1 (centres undefined),97.0,96.0,5.9,-1.5,-5.4,4.9,-0.7,-3.0,0.5
COc1ccccc1CNS(=O)(=O)c1ccc(S(=O)(=O)NC2CC2)cc1,100.0,101.0,0.8,3.5,8.2,8.2,1.2,7.0,-5.5
CC(C)(C)OC(=O)NCCCCC1=CC2=CC(=O)C(C)(O)C(=O)C2=CO1 (centres undefined),101.0,101.0,-7.3,11.0,.,.,-0.9,1.0,.
CN(C(=O)CC1C(=O)NCCN1CC1CCCCC1)C1CCOCC1 (centres undefined),95.0,98.0,-1.8,-11.4,-4.8,15.4,1.3,-2.0,-7.0
OCC1(Cc2ccccc2)CCCN(Cc2ccn[nH]2)C1 (centres undefined),103.0,93.0,-1.7,-7.4,-1.5,-13.5,-0.9,-7.0,1.4
O=C(c1ccco1)N1CCN(Cc2nnnn2C2CCCCC2)CC1,102.0,100.0,-2.7,-0.5,11.3,7.5,-0.5,5.0,-22.1
Cc1cccc(C)c1NC(=O)COC(=O)C1C2CC3OC(=O)C1C3C2 (centres undefined),102.0,103.0,-6.3,-4.0,0.2,0.8,0.9,-1.0,-5.2
CCOC(=O)N1CCN(CC(=O)Nc2ccc(OC)cc2)CC1,102.0,96.0,-3.7,3.0,2.4,6.5,0.1,-2.0,-2.1
CCCc1nnc(SCC(=O)N2CCCC2)n1Cc1ccco1,92.0,87.0,-6.4,-10.1,6.8,-8.7,0.7,-8.0,-4.2
COc1ccc(CNC(=O)C(c2ccco2)N(C(=O)c2snc(C(N)=O)c2N)c2cccc(OC)c2)cc1 (centres undefined),101.0,97.0,-6.4,-12.8,-13.6,-6.3,-0.7,-3.0,-33.1
CN(C)S(=O)(=O)c1ccc(C(=O)NCC(C)(C)N2CCOCC2)cc1,96.0,98.0,-0.2,15.6,6.0,25.6,0.4,-2.0,2.5

# Four of the entries above in order of the HCV NS3 hel inh value, ascending:
smiles	MEKK3 PB1 HTS	MEKK2wt PB1 HTS	GalR3 antag	CRFBP-R2 block	HCV NS3 hel inh	UBC9 SUMO inh	CRFBP-R2 agonist	MEKK2mut PB1 HTS
Cc1cccc(C)c1NC(=O)COC(=O)C1C2CC3OC(=O)C1C3C2 (centres undefined)	102.0	103.0	-6.3	-4.0	0.2	0.8	0.9	-1.0
CCCc1nnc(SCC(=O)N2CCCC2)n1Cc1ccco1	92.0	87.0	-6.4	-10.1	6.8	-8.7	0.7	-8.0
COc1ccccc1CNS(=O)(=O)c1ccc(S(=O)(=O)NC2CC2)cc1	100.0	101.0	0.8	3.5	8.2	8.2	1.2	7.0
O=C(c1ccco1)N1CCN(Cc2nnnn2C2CCCCC2)CC1	102.0	100.0	-2.7	-0.5	11.3	7.5	-0.5	5.0

# (next part)
SMILES,MEKK3 PB1 HTS,MEKK2wt PB1 HTS,GalR3 antag,CRFBP-R2 block,HCV NS3 hel inh,UBC9 SUMO inh,CRFBP-R2 agonist,MEKK2mut PB1 HTS,DNA FID counter
c1ccc(N2CCN(c3nc(NCc4ccco4)c4ccccc4n3)CC2)cc1,106.0,145.0*,-2.7,-15.8,-67.5,-4.5,-1.0,19.0,40.2*
Cc1cc(C(=O)NCC(=O)OCC(=O)Nc2ccc(OC(F)F)cc2)ccc1[N+](=O)[O-],103.0,102.0,-0.4,5.9,-11.2,20.1,0.2,-1.0,8.0
Cc1c(C(=O)Nc2ccccc2[N+](=O)[O-])csc1-c1ccccc1,96.0,106.0,5.0,-8.4,-5.3,-8.4,5.7,-2.0,-0.1
O=C(C(Cc1ccccc1)n1cccc1)N1CCN(Cc2ccccc2)CC1 (centres undefined),116.0,116.0,.,-17.9,42.4*,5.8,12.9,16.0,-16.9
O=C(c1ccc2oc(Cc3ccc(Cl)cc3)nc2c1)N1CCCCC1CCO (centres undefined),101.0,108.0,-2.4,10.3,-13.4,5.6,-0.6,7.0,-54.0
Cc1nn(CC(=O)N2CCOCC2)c(C)c1[N+](=O)[O-],109.0,109.0,-3.6,8.0,8.9,12.6,2.3,9.0,-5.0
CC1CCCN(C(=O)CCS(=O)(=O)Cc2ccccc2)C1 (centres undefined),99.0,100.0,-5.5,-0.8,3.8,10.7,-1.4,5.0,-3.5
